aDG glyco up: activators of alpha-DG glycosylation, primary screen, uHTS, Pro5-aDG cells, AlphaScreen. AID 624168, 2012. activation, % at 10 µM. alpha-DG glycosylation AlphaScreen (IIH6); 0% Pro5, 100% B10-LARGE cell signal. 0.22% of 360,000 active;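 active = activation of at least 8% versus controls, or a plate z-score of at least 8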;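 also: Pro5 are CHO cells carrying HIG-tagged alpha-DG that lacks glycosylation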
CaV13 FRET inh: Primary screen for inhibitors of IQ motif and Ca2+-dependent inactivation inhibitor domain binding in CACNA1D, Förster resonance energy transfer in living cells, …. HEK cells, CFP/YFP FRET ICDI-IQ, plate reader, 10 min; percent FRET-ratio fall versus neutral wells. inhibition, % at 12.3 µM. 0.098% of 340,000 active. AID 743397;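 active = mean replicate inhibition of at least 30% and at least 1% of replicates passing that level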;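 also: 0% = median of the neutral control wells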
ABCB6 inh 2: ABCB6 transporter inhibitors, primary screen, K562-ABCB6 cells, flow cytometry, MLPCN library; K562-ABCB6 porphyrin accumulation, 1 h; hits give low values; 0.19% of 360,000 active; AID 602162, 2011; fluorescence ratio to DMSO, % at 10 µM;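 active = fluorescence ratio to DMSO below 75%, the collection mean minus 3 SD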;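 also: signal is porphyrin accumulated inside mitochondria; 100% equals median channel fluorescence of DMSO control wells; lower ratio means ABCB6 inhibition with less porphyrin fluorescence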
Target sequence (Q9NP58 whole entry, looked up): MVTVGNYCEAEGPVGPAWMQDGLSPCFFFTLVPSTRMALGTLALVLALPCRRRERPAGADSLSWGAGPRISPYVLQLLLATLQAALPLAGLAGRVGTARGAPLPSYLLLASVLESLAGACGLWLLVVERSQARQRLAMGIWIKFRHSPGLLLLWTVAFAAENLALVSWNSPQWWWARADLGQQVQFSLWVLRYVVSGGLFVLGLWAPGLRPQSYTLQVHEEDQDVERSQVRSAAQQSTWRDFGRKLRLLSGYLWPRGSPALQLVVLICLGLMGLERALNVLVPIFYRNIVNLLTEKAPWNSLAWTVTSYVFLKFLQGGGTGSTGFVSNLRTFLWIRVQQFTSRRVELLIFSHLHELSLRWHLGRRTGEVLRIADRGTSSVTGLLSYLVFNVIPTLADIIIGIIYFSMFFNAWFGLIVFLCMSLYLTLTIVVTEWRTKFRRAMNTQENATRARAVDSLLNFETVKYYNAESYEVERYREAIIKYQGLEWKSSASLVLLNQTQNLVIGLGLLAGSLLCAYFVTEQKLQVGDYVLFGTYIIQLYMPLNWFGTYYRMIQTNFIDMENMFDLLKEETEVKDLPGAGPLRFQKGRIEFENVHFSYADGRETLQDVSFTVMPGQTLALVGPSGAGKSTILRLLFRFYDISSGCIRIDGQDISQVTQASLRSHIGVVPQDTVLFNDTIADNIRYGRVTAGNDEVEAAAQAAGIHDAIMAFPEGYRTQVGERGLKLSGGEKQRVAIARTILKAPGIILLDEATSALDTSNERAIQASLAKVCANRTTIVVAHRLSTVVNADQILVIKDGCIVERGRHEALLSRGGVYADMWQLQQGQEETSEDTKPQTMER
HTR2A ag: mouse Htr2a agonists via beta-arrestin recruitment, primary screen, cell-based, luminescence. CHO-K1 mHTR2A beta-arrestin complementation; percent of 30 µM serotonin response. 5-hydroxytryptamine receptor 2A (Mus musculus), P35363. activation, % at 7.6 µM. AID 624169, 2012. 0.66% of 360,000 active;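 active = activation above a run cutoff, the mean activation of all tested compounds plus 3 SD, cut at about 14% in these data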;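 also: 0% = plate median of compound wells and 100% = 30 µM serotonin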
PDI turbidity: inhibitors of human PDI, primary screen, biochemical, turbidity, single point, plate reader; Protein disulfide-isomerase (Homo sapiens), P07237; PDI insulin aggregation turbidity, A650, 90 min; inhibition, % at 10 µM; 0.052% of 350,000 active; AID 588391, 2011;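 active = mean inhibition across replicates of 30% or more, whatever share of single replicates reach that level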;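 also: absorbance from insulin aggregation driven by PDI reduction with DTT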
iPSC survival up: enhancers of single-cell hiPSC survival, primary screen, ATPlite luminescence | 100% = ROCK inhibitor wells, 0% = DMSO | survival enhancement, % at 20 µM | 0.044% of 360,000 active; in the data active = survival enhancement above about 18%;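 also: cells exposed to compounds for 16 hours before the ATP read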
Granule exo inh: LAMP-1 surface exposure blockers, TALL-104 cells – cell-based, flow cytometry, MLPCN library, primary screen; TALL-104 LAMP-1 surface exposure; cells stimulated with thapsigargin and PMA; inhibition, % at 10 µM; 0.66% of 360,000 active; AID 651702, 2012;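 active = inhibition above about 55%, limit read from the data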
Glyco luc inh: increase of ERlucT glycosylation luciferase signal, primary screen, N-linked glycosylation inhibitor project, D54 ERlucT cells, luminescence, set 2; D54 ERlucT glycosylation luciferase reporter, 24 h; percent of 100 nM tunicamycin response; reporter increase, % at 12.5 µM; 0.23% of 360,000 active; AID 588692, 2011;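 active = mean luciferase reporter signal, scaled so untreated is 0 and the glycosylation-blocking control 100, at or above a set limit in every replicate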;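 also: luciferase carries N-glycosylation sites so blocking glycosylation raises the light; 0% = median of neutral control wells and 100% = median of 100 nM tunicamycin wells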
H9c2 protect: cardioprotection against H2O2-induced cell death, primary screen, uHTS, H9c2 cells, ATPLite luminescence; H9c2 cardiomyocytes, H2O2 injury protection, 2 h; protection from H2O2 cell death, % at 20 µM; 0.63% of 360,000 active; AID 588492, 2011;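 active = compounds giving at least 50% protection of heart cells from peroxide-induced death in the single-dose screen, raw or plate-pattern-corrected value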;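 also: 0% = DMSO wells with peroxide and 100% = DMSO wells without peroxide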
Vif imaging: HIV Vif self-association inhibitors, primary screen, imaging, HEK293T, single point; HEK293T cells, Vif self-association by quenched fluorescence, 24 h; AID 602346, 2012; 0.35% of 340,000 active; inhibition, % at 7.49 µM; in the data active = inhibition above about 50%, passing the limit was not always enough; also: some results filed as inactive read as strong as hits
An asterisk follows results filed as active; . = not tested or not shown.

Compound	aDG glyco up	CaV13 FRET inh	ABCB6 inh 2	HTR2A ag	PDI turbidity	iPSC survival up	Granule exo inh	Glyco luc inh	H9c2 protect	Vif imaging
Nc1nc2ccc(S(=O)(=O)c3ccc4nc(N)sc4c3)cc2s1	0.0	-5.3	97.0	-6.9	4.1	-5.6	2.9	2.4	-23.6	-0.1
CCCCOc1cccc(C(=O)NC(=S)Nc2cccc(C(F)(F)F)c2)c1	0.0	-4.5	104.0	0.7	-1.6	1.7	7.7	-2.8	-4.2	1.0
COC(=O)CN=Cc1c(O)n(-c2ccc(Cl)cn2)c(=O)c2ccccc12	0.2	-2.8	97.0	5.0	7.7	1.0	-1.5	-0.4	5.0	-3.0
Cc1ccc(C)c(NC(=S)NNC(=S)Nc2ccc(C(C)C)cc2)c1	0.8	-5.1	99.0	-3.2	5.3	1.9	6.1	-1.2	-31.8	-5.4
COc1cc(NC(=O)C2CCCN2S(=O)(=O)c2ccc3c(c2)CCC(=O)N3)cc(OC)c1 (stereo not given)	-0.1	21.9	98.0	2.6	.	1.4	5.6	0.0	-3.2	10.4
CC(C)=C1C2CCC1C1C(=O)N(c3nc(-c4ccc(C(C)C)cc4)c(C)s3)C(=O)C21 (stereo not given)	0.5	-4.8	94.0	6.4	-8.1	-0.1	-2.3	0.5	-24.3	-11.8
Cc1cccc(C)c1NC(=O)CN(C)CC(=O)Nc1ccccc1Oc1ccccc1	0.8	-15.3	107.0	1.1	3.3	-1.9	1.0	-0.1	1.1	-9.2
Cc1cc(OCC(=O)N(C)c2c(N)n(Cc3ccccc3)c(=O)[nH]c2=O)c(C(C)C)cc1Cl	-0.1	-6.1	98.0	5.2	11.3	0.3	0.9	3.8	-4.3	-10.3
CC(=NNC(=S)SCc1ccccc1)c1ccccn1	2.1	-6.8	95.0	-0.1	-6.2	-1.3	-1.1	-7.2	29.1	4.3
Cc1ccc2nc(SC(C)C(=O)Nc3cccc([N+](=O)[O-])c3)[nH]c2c1 (stereo not given)	1.0	-4.9	100.0	-4.9	-0.6	4.1	4.4	-4.8	-10.5	-14.2
Cc1ccc(C(=O)N/C(=C\c2cn(S(=O)(=O)N(C)C)c3ccccc23)C(=O)NCCCN2CCOCC2)cc1	-0.2	-16.0	92.0	-2.6	-5.3	-0.4	9.7	5.0	4.5	1.5
Cn1c(=O)[nH]c2nnc(-c3ccc(Cl)c(Cl)c3)nc2c1=O	-0.2	-18.9	97.0	8.7	6.8	-0.2	4.1	-8.0	-12.8	-11.4
Clc1ccc(-c2csc(-c3ccno3)n2)cc1	-0.2	-5.3	100.0	-4.4	1.7	0.0	8.7	-1.6	-2.1	-2.0
Cc1c(C(=O)O)cccc1-c1ccc(/C=N/n2cnnc2)o1	0.1	-4.1	96.0	5.9	5.3	0.3	-6.0	-0.5	5.9	.
CCC1CCCCN1C(=O)CSc1nnc2nc(C)cc(C)n12 (stereo not given)	-0.2	-4.2	97.0	0.6	5.0	-0.4	-2.7	-0.8	-0.8	1.3
C/C(=N\NC(=O)C1CCCC1)c1ccc(Cl)cc1Cl	-0.1	-10.3	99.0	7.4	-3.6	-0.3	2.0	0.8	-8.9	-9.5
Cc1cc(C(=O)COC(=O)CC2Sc3ccccc3NC2=O)c(C)n1-c1ccc2c(c1)OCO2 (stereo not given)	-0.1	-0.7	102.0	-2.7	-2.7	-1.0	0.0	-0.9	-5.8	-7.2
CC(CN1CCOCC1)OC(=O)CCc1ccccc1 (stereo not given)	-0.6	-2.4	104.0	1.7	0.6	-0.2	-3.0	-0.9	-1.3	-1.7
Cc1ccc(S(=O)(=O)N2CCOCC2)cc1NC(=O)C1=NN(c2ccccc2)C(=O)CC1	-0.6	-2.6	95.0	0.3	0.4	-0.2	1.6	-0.8	1.9	2.2
CCOc1cc(N2CCOCC2)c(OCC)cc1NC(=O)CSc1ncccc1C(=O)O	-0.1	-5.9	106.0	7.8	3.6	3.8	-0.2	1.2	-5.9	-3.0
Cc1cc(NC(=O)CC(C)C)c(=O)n(Cc2c(F)cccc2Cl)c1	0.1	-4.7	89.0	-5.1	-5.8	0.6	-1.6	0.6	-1.1	1.7
CCC(CC)C(=O)N(C)c1c(C)nc2c(OCc3ccc(C#N)cc3)cccn12	0.3	-6.9	98.0	0.6	6.7	-3.8	6.4	4.8	1.0	6.6
CN(C)S(=O)(=O)c1cccc(C(=O)NCC2(N3CCOCC3)CCCCC2)c1	-0.3	-4.5	95.0	1.6	3.3	-0.7	-1.7	-0.9	16.8	1.2
CC(C)c1nc2cc(C(=O)NC(C)c3cnn(C)c3)ccc2o1 (stereo not given)	-0.1	-2.5	108.0	6.1	9.2	0.0	-0.9	4.0	4.1	-1.2
Cc1c(Cc2ccccc2)c(=O)oc2cc(OCC(=O)c3ccccc3)ccc12	1.1	-2.0	96.0	-1.5	8.7	-2.1	3.1	-3.5	0.4	10.4
O=C(Nc1ccccc1)C1CC(O)CN1S(=O)(=O)c1ccc([N+](=O)[O-])cc1 (stereo not given)	-0.1	-1.9	94.0	2.2	-5.1	-0.4	0.0	1.0	1.5	.
CCOC(=O)CN(C(=O)c1ccccc1)c1ccccc1C	-0.1	0.6	105.0	-0.1	2.7	-0.8	1.5	0.0	0.5	-2.9
CC(=O)N1CCC2(CC1)C(C#N)=C(N)Oc1n[nH]c(C)c12	-0.1	-5.2	104.0	1.8	2.0	1.8	-1.5	.	18.9	.
CC(=O)c1sc(Nc2ccccc2)nc1C	0.2	-4.8	105.0	-1.4	.	0.2	-6.7	-0.4	0.5	10.1
CCOc1ccc(-c2cc(C(=O)Nc3cccc(C(F)(F)F)c3)[nH]n2)c(C)c1	0.4	-7.5	98.0	-4.7	-2.0	1.4	-4.0	0.6	-16.3	-4.0
COc1ccc(OC)c(NC(=O)c2ccc(Cl)cc2)c1	0.3	-10.1	102.0	-0.9	-7.5	1.1	-0.9	-1.2	-9.5	1.2
COC(=O)c1cccc([N+](=O)[O-])c1CS(=O)(=O)c1ccc(C)cc1	-0.1	1.2	102.0	-1.1	-1.9	-0.6	-0.6	-1.7	8.2	15.0
Cc1cnc2cc([N+](=O)[O-])ccc2n1	-0.1	-5.2	91.0	2.8	-4.8	-0.2	-1.2	0.5	-1.3	0.0
CCOC(=O)Nc1ccc2c(c1)N(C(=O)CN(CC)CC)c1ccccc1C=C2	0.0	-6.8	103.0	2.3	-0.7	-2.7	-5.2	-3.1	5.2	-3.7
CCOc1ccc(C(=O)NC(C(=O)NCc2ccccn2)C(C)C)cc1 (stereo not given)	-0.1	.	97.0	1.1	-0.9	-2.4	5.1	0.5	1.8	5.4
NC(N)=N/N=C/c1ccc(Cl)c([N+](=O)[O-])c1	-0.2	-3.9	88.0	-10.2	-0.3	-1.1	-0.1	-5.6	4.8	-1.1
C[C@H](CO)N1C[C@H](C)[C@@H](CN(C)C(=O)Nc2ccccc2)Oc2ccc(NC(=O)Nc3ccccc3)cc2C1=O	-0.2	-3.1	98.0	4.9	5.4	-0.9	-0.1	-0.3	-2.0	.
COc1ccc2[nH]c3c(c2c1)CCN1C(=O)C(CC(=O)NCc2cccc(C(F)(F)F)c2)C[C@H](C(=O)N(C(C)C)C(C)C)[C@@]31C (stereo not given in full)	0.4	-5.1	96.0	-0.7	20.3	0.7	-1.7	-2.2	6.8	2.5
COc1ccc(COC(=O)C2CCN(C(=O)c3ccc(Cl)cc3)CC2)cc1F	0.1	-4.9	105.0	9.0	-3.5	-0.7	18.4	3.8	-9.8	0.1
CN(C)CCNC(=O)/C(=N\O)c1ccccn1	-0.3	1.1	99.0	0.6	-14.7	-0.5	-8.4	2.5	10.0	15.0
CC1(C)Cc2ccccc2-c2nnc(-c3cccc(O)c3)n21	-0.3	-6.3	103.0	-7.1	4.6	5.0	0.5	0.8	-4.4	-15.1
COc1ccc2sc(-c3ccc(S(C)(=O)=O)cc3)c(C#CCO)c2c1	0.5	9.9	96.0	3.3	-4.9	-2.4	17.9	1.5	30.0	3.1
C=CCSc1nc2ccccc2n1C(=O)/C=C/c1ccc(OC)c(OC)c1	-0.3	-7.3	95.0	-1.7	14.1	-2.8	-2.8	-18.7	18.9	24.2
COc1ccc(OC)c(N2C(=O)CC(Cc3ccc(Cl)cc3)C2=O)c1 (stereo not given)	-0.1	0.1	83.0	-3.7	-1.8	2.4	-0.2	1.1	9.3	.
COc1ccc(-n2c(SCC(=O)NCC3CCCO3)nc3c(c2=O)SC(C)C3)cc1 (stereo not given)	0.1	.	98.0	-3.1	-5.1	0.9	-0.5	0.2	8.7	-2.3
CCOc1ccc(NC(c2ccccn2)c2oc(CO)cc(=O)c2O)cc1 (stereo not given)	-0.1	-1.6	100.0	1.1	.	-1.0	1.6	-1.9	-3.3	-20.5
COc1cccc(CC(=O)OCC(=O)NCC(=O)Nc2cccc(C)c2C)c1	-0.1	-5.9	92.0	-3.0	-5.9	0.3	-5.3	3.6	5.8	1.8
CCCCN(Cc1ccc(C(=O)N[C@H](C(=O)O)C(C)C)cc1)C(=O)C(c1ccccc1)c1ccccc1	0.0	-20.3	98.0	-0.8	-0.6	0.2	-4.4	2.6	-2.3	23.3
COc1ccc(NC(=O)c2ccccc2NC(=O)COc2ccccc2)cc1	0.0	-4.2	96.0	5.7	0.2	-3.3	-1.6	0.0	-10.8	16.7
O=C(CNC(=O)C12CC3CC(CC(C3)C1)C2)OCc1ccc(F)cc1Cl	-0.2	-3.1	99.0	-6.0	3.5	-0.3	1.8	1.4	7.1	-7.3
CCCCn1c(N)c(N(CCOC)C(=O)CSCc2ccc(C)cc2)c(=O)[nH]c1=O	0.2	-4.5	103.0	13.9	3.5	-0.3	2.0	1.0	-1.3	6.1
CCC(C(=O)NCC1CCCO1)N(Cc1ccccc1)C(=O)CNS(=O)(=O)c1ccccc1 (stereo not given)	-0.1	-7.0	100.0	-6.1	0.9	-0.5	-4.9	1.0	0.8	-1.6

Single records (already shown):
Results for CCC(C(=O)NCC1CCCO1)N(Cc1ccccc1)C(=O)CNS(=O)(=O)c1ccccc1 (stereo not given) : aDG glyco up = -0.1; CaV13 FRET inh = -7.0; ABCB6 inh 2 = 100.0; HTR2A ag = -6.1; PDI turbidity = 0.9; iPSC survival up = -0.5; Granule exo inh = -4.9; Glyco luc inh = 1.0; H9c2 protect = 0.8; Vif imaging = -1.6
Results for COc1ccc(NC(=O)c2ccccc2NC(=O)COc2ccccc2)cc1 : aDG glyco up = 0.0; CaV13 FRET inh = -4.2; ABCB6 inh 2 = 96.0; HTR2A ag = 5.7; PDI turbidity = 0.2; iPSC survival up = -3.3; Granule exo inh = -1.6; Glyco luc inh = 0.0; H9c2 protect = -10.8; Vif imaging = 16.7
